SKN-1 inh – inhibitors of C. elegans SKN-1. AID 624304. C. elegans VP596 Pgst-4::GFP/RFP ratio, acrylamide-induced, 24 h. inhibition, % at 21.8 µM. 360,000 compounds, 0.49% hits;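 active means interference check ratio from 0.5 to 1.5 plus GFP to RFP signal ratio inhibition reaching or exceeding a fixed threshold, cut at about 30% in these data, passing the limit was not always enough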; further: some compounds called inactive have numbers as strong as hits
NadD block – blocks S. aureus nicotinate mononucleotide adenylyltransferase. 360,000 compounds, 0.78% hits. inhibition, % at 20 µM. purified NadD enzyme, colorimetric absorbance read-out; in the data active means inhibition above about 26%; further: some compounds past the cut are filed as inactive
DNMT1 inh – DNMT1 (human) enzyme inhibition. inhibition (reported as % activation of signal), % at 10 µM. AID 588458. 360,000 compounds, 0.83% hits. DNMT1 molecular beacon, Hinp1I cleavage, fluorescence; in the data active means inhibition above about 50%
NRP1-CendR mod – modulators of CendR peptide binding to human neuropilin-1. O14786. FAM-RPARPAR peptide binding to NRP-1, fluorescence polarization. inhibition, % at 25 µM. 360,000 compounds, 0.85% hits. AID 602438;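 active means inhibition or corrected inhibition above about 18%, plus a signal ratio from 0.5 to 1.5, limit read from the data, passing the limit was not always enough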; further: strong numbers were not always called active
LMPTP block – LMPTP (human) inhibition. 360,000 compounds, 0.22% hits. inhibition, % at 20 µM. P24666. recombinant LMPTP-A, OMFP fluorogenic substrate, fluorescence intensity;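 active means compounds that cut the enzyme signal by at least half of the control window in the single-dose screen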;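 further: plate controls were DMSO wells with enzyme plus substrate for no effect and substrate without enzyme for full effect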
Target sequence (P24666 whole entry, looked up): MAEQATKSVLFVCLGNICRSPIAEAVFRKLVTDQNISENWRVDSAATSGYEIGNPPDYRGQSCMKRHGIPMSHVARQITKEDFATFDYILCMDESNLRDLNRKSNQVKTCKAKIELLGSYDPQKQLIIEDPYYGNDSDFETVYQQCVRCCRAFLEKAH
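Material: LMPTP-A; amount: 0.625 nM enzyme; doses: single 20 µM dose; times: reaction 50 min, room temperature, dark; technique: fluorescence intensity of OMFP turnover product; benchmarks: no-enzyme and uninhibited controls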
Scp1 inh – Scp-1 (human) phosphatase inhibition | Q9GZU7 | Recombinant Scp1, phosphopeptide, malachite green phosphate absorbance | inhibition, % at 20 µM | 340,000 compounds, 0.88% hits | AID 493091;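 active means inhibition above about 50% at 20 µM, limit read from the data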;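 further: plate controls were DMSO wells with enzyme for no effect and wells lacking enzyme for full effect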
Target sequence (Q9GZU7 76-261 limits assumed): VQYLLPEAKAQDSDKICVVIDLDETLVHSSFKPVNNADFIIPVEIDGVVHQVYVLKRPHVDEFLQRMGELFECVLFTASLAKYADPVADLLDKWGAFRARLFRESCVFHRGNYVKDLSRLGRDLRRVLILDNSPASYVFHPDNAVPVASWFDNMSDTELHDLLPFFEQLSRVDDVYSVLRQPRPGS
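System: SCP-1 catalytic domain; Reagent: Phospho 17-mer peptide substrate; Doses: one concentration, 20 µM, with 1.0% DMSO; Incubation: 45 min room-temperature reaction, 5 min colour, 30 min stabiliser; Signal: Phosphate-binding colour reagent, absorbance read at 630 nm.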
Tb MetRS inh – Trypanosoma brucei MetRS inhibition | purified T. brucei MetRS, ATP depletion, Kinase-Glo luminescence | inhibition, % at 11.9 µM | 360,000 compounds, 0.4% hits | AID 624268;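 active means inhibition above a per-plate cutoff of the control wells' mean inhibition plus 3 SD, cut at about 5.5% in these data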;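 further: 0% = DMSO wells median and 100% = median of wells with control inhibitor compound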
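Test system – parasite MetRS enzyme · Reagent – substrates ATP, L-methionine and bulk Escherichia coli tRNA · Doses – 11.9 µM compound single dose, 0.9% DMSO · Times – 15 min enzyme-compound preincubation, 2 h reaction, 10 min detection, 25 °C · Signal – Kinase-Glo luminescence, ATP depletion format · Controls – DMSO-only wells as low control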
SUMO1 PPI mod – modulators of human SUMO1-mediated protein-protein interactions; 360,000 compounds, 0.33% hits; P63165; SUMO1 binding to a labelled peptide, TR-FRET, 1 h; inhibition, % at 20 µM; in the data active means inhibition above about 37%
Target sequence (P63165 whole entry, looked up): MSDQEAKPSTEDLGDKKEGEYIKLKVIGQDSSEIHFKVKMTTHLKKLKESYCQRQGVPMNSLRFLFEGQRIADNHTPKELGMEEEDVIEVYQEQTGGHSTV
Neddylation inh – cullin neddylation inhibition | TR-FRET cullin neddylation, biochemical | calls only at 25 µM | 360,000 compounds, 0.58% hits; in the data active means inhibition above about 36%
STEP inh – STEP (human) phosphatase inhibition; P54829; recombinant STEP, OMFP fluorogenic substrate, fluorescence; inhibition, % at 20 µM; 360,000 compounds, 0.25% hits; AID 588621;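 active means inhibition at 20 µM, scaled per plate between control wells, above about 37%, limit read from the data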;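 further: 0% = DMSO with enzyme and substrate and 100% = substrate only without enzyme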
Target sequence (P54829 whole entry, looked up): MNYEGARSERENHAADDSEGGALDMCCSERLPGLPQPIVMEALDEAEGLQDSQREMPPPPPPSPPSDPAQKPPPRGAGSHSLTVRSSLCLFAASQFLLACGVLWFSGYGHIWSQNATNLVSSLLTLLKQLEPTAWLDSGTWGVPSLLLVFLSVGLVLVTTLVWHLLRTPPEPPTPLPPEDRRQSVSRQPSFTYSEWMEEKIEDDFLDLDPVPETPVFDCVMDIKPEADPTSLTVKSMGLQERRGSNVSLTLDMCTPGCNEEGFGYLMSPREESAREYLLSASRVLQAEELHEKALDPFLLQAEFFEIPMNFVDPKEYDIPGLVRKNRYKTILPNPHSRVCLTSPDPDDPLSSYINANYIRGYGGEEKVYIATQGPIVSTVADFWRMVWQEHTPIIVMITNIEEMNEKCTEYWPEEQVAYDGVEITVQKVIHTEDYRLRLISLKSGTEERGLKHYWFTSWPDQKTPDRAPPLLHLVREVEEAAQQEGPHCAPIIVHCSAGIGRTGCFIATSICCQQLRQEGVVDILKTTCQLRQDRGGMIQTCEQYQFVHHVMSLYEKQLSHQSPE
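material = STEP tyrosine phosphatase | reagent = fluorogenic phosphatase substrate OMFP at 25 µM final | doses = single compound dose of 20 µM, 1% DMSO final | schedule = 20 min reaction, room temperature, in the dark | measured by = fluorescence, 480/540 nm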
Active calls of the source: *; i = inactive; . = no result given.

Preview:
compound | SKN-1 inh | NadD block | DNMT1 inh | NRP1-CendR mod | LMPTP block | Scp1 inh | Tb MetRS inh | SUMO1 PPI mod | Neddylation inh | STEP inh
Cc1ccc(N(CC(=O)NC(C)C)C(=O)CCC(=O)Nc2ccccn2)c(C)c1 | 3.8 | -4.3 | 5.8 | -0.2 | 0.0 | . | -0.3 | -0.8 | i | -3.3
COc1ccc(C(=O)N2CCc3cc(OC)c(OC)cc3C2c2ccc(OC)c(OC)c2)cc1OC (stereo unspecified) | -2.1 | -0.7 | 0.6 | -6.8 | 0.7 | -9.1 | -0.1 | 3.2 | i | 1.5
CCN(Cc1ccncc1)C(=O)c1cc(COc2ccc(OC)cc2Cl)on1 | 15.1 | -6.6 | 0.9 | 8.9 | 0.1 | 9.3 | 1.2 | 3.3 | i | -1.5
c1ccc2c(c1)CCN(c1nc3cc4c(cc3s1)OCCO4)C2 | 29.9 | 0.3 | -6.6 | -4.9 | 3.3 | -3.6 | -0.6 | 2.2 | . | 0.6
Cc1cccc2sc(NC(=O)CSc3cn[nH]n3)nc12 | 16.6 | 2.6 | 0.4 | -8.3 | -0.1 | -7.7 | -0.3 | 5.7 | i | 2.1

All compounds of this part (from the top)
compound | SKN-1 inh | NadD block | DNMT1 inh | NRP1-CendR mod | LMPTP block | Scp1 inh | Tb MetRS inh | SUMO1 PPI mod | Neddylation inh | STEP inh
Cc1ccc(N(CC(=O)NC(C)C)C(=O)CCC(=O)Nc2ccccn2)c(C)c1 | 3.8 | -4.3 | 5.8 | -0.2 | 0.0 | . | -0.3 | -0.8 | i | -3.3
COc1ccc(C(=O)N2CCc3cc(OC)c(OC)cc3C2c2ccc(OC)c(OC)c2)cc1OC (stereo unspecified) | -2.1 | -0.7 | 0.6 | -6.8 | 0.7 | -9.1 | -0.1 | 3.2 | i | 1.5
CCN(Cc1ccncc1)C(=O)c1cc(COc2ccc(OC)cc2Cl)on1 | 15.1 | -6.6 | 0.9 | 8.9 | 0.1 | 9.3 | 1.2 | 3.3 | i | -1.5
c1ccc2c(c1)CCN(c1nc3cc4c(cc3s1)OCCO4)C2 | 29.9 | 0.3 | -6.6 | -4.9 | 3.3 | -3.6 | -0.6 | 2.2 | . | 0.6
Cc1cccc2sc(NC(=O)CSc3cn[nH]n3)nc12 | 16.6 | 2.6 | 0.4 | -8.3 | -0.1 | -7.7 | -0.3 | 5.7 | i | 2.1
CS(=O)(=O)N1CCCCC1c1cc(C(=O)NCc2ccc(Cl)c(Cl)c2)no1 (stereo unspecified) | 4.0 | -4.8 | 0.4 | 5.4 | -0.8 | . | 0.2 | 1.9 | i | -3.2
O=C1C=CC(=O)N1c1ccc(Nc2ccccc2)cc1 | 12.5 | 2.1 | -20.5 | 1.5 | 3.6 | 3.3 | 0.2 | 1.7 | i | 1.7
COc1ccc(CN=C2Nc3ccccc3CS2)cc1 | -37.2 | 1.0 | 0.3 | 7.8 | 0.3 | -0.2 | 7.7* | 0.9 | i | -2.2
CCN(CC)C(c1ccc(F)cc1)c1nnnn1C1CCCCC1 (stereo unspecified) | -15.8 | -0.9 | -1.3 | 1.4 | 1.3 | -4.0 | -0.4 | -2.5 | i | -1.6
CCc1nccn1CCC(=O)NC1CC(C)(C)Cc2c1cnn2-c1ccc(C)cc1 (stereo unspecified) | -0.6 | -3.9 | 3.3 | 7.6 | -0.3 | -4.5 | -0.1 | 0.1 | i | -0.9

Complete entries from above. Order of values: SKN-1 inh	NadD block	DNMT1 inh	NRP1-CendR mod	LMPTP block	Scp1 inh	Tb MetRS inh	SUMO1 PPI mod	Neddylation inh	STEP inh
Listed for O=C1C=CC(=O)N1c1ccc(Nc2ccccc2)cc1 : 12.5	2.1	-20.5	1.5	3.6	3.3	0.2	1.7	i	1.7
Listed for COc1ccc(CN=C2Nc3ccccc3CS2)cc1 : -37.2	1.0	0.3	7.8	0.3	-0.2	7.7*	0.9	i	-2.2

(cont.)
compound | SKN-1 inh | NadD block | DNMT1 inh | NRP1-CendR mod | LMPTP block | Scp1 inh | Tb MetRS inh | SUMO1 PPI mod | Neddylation inh | STEP inh
ON=C1/C(=N\O)CC2(C/C1=N/O)OCCO2 | 2.2 | 3.5 | 12.4 | 9.8 | 6.1 | 58.0* | -0.1 | 6.9 | i | 6.1
COc1ccc(NC2CCCN(C(=O)CCCn3cncn3)C2)cc1OC (stereo unspecified) | 22.4 | -1.8 | -5.5 | 7.4 | 1.1 | 45.7 | -0.5 | -0.6 | i | 2.4
CC(C)N(C=O)C1(C(=O)NC2CCCCC2)CCCCC1 | 17.7 | -5.9 | 8.8 | -2.4 | -1.6 | 2.7 | -0.3 | 2.0 | i | 4.7
CN1Cc2c(N3CCOCC3)nc(SCCC#N)c(C#N)c2CC1(C)C | -3.4 | 2.2 | -0.2 | -0.9 | 6.8 | -12.3 | -1.0 | -11.4 | i | 4.2
Cc1ccc(C)c(NC(=O)c2cc3ccccc3o2)c1 | 40.5* | -3.8 | -1.8 | 0.0 | 1.7 | -9.4 | 0.0 | 0.5 | i | 1.0
CC(C)NC(=S)Nc1ccc2cn[nH]c2c1 | 6.2 | 3.5 | -4.3 | -1.0 | -2.0 | -10.5 | 0.6 | 3.6 | i | 2.7
CCN(CC)CCN1C(=O)c2ccccc2NC1c1ccc(C)cc1 (stereo unspecified) | 6.1 | -8.3 | -2.5 | 4.8 | -2.5 | -10.7 | -0.3 | -4.1 | . | -2.0
CC(C)N1CCC(N2CCN(Cc3ccc(Oc4ncccn4)cc3)CC2CCO)CC1 (stereo unspecified) | 7.9 | -2.0 | -1.4 | -18.8 | -0.7 | -9.0 | -0.3 | 0.1 | i | 2.2
Cc1cc([N+](=O)[O-])nn1Cc1ccc(C(=O)N/N=C/c2ccccc2)cc1 | 9.1 | -4.0 | -8.9 | 0.6 | 0.3 | -2.4 | -0.5 | -10.0 | i | -0.2
Cc1cc(C(=O)N/N=C/c2ccc(O)c(O)c2O)c(C)n1-c1ccccc1 | 13.2 | 33.0* | 10.0 | 0.2 | 55.9* | 9.2 | -0.4 | 8.1 | i | 11.7
C/C(=N/NS(=O)(=O)c1ccccc1)c1c[nH]c2ccccc12 | 3.0 | 4.4 | 3.3 | -11.4 | 0.0 | 2.4 | -0.5 | -2.4 | i | -2.9
CCCC(NS(=O)(=O)c1ccc(Br)cc1)C(=O)O (stereo unspecified) | -13.7 | 8.8 | -0.1 | 3.7 | -1.4 | -4.6 | 0.0 | 3.2 | i | -10.7
Cc1ccc(-c2nc3cccnc3s2)cc1NC(=O)C1c2ccccc2Oc2ccccc21 | 4.0 | 4.7 | 45.6 | -41.6 | 7.7 | -4.8 | -0.6 | -24.2 | i | 3.5
O=C(O)c1ccc([N+](=O)[O-])cc1 | -20.7 | -6.9 | 0.7 | -5.5 | -0.8 | -8.1 | -0.2 | -17.7 | i | -1.3
CCOc1ccccc1C(=O)NCC(=O)NCC1CCCCC1 | 2.8 | -6.0 | -0.6 | -2.3 | -0.6 | -2.0 | -0.3 | 3.9 | i | -1.2
CSc1ccccc1OCc1cc(C(=O)NCCCc2ccccc2)no1 | -4.0 | 0.4 | -3.4 | 12.7 | 2.2 | -10.2 | -0.6 | 0.2 | i | 1.8
C=CCN1CC2(c3ccccc3)CN(CC=C)CC(c3ccccc3)(C1)C2=O | 6.4 | 1.2 | -0.6 | -2.8 | -1.2 | 2.1 | 0.2 | 1.8 | i | -4.2
CN1CCN(C(=O)CCNC(=O)Cn2cnc3ccccc3c2=O)CC1 | 24.9 | 2.6 | -0.4 | -3.0 | -0.5 | -7.1 | 0.0 | 0.0 | i | -0.8
O=C(Nc1cc(Cl)ccc1Cl)Nn1cnnc1 | -6.4 | -4.0 | 0.4 | -4.1 | -2.2 | -6.0 | 0.3 | 5.3 | i | -0.5
C=CCn1c(C)cc(C(=O)CN2NS(=O)(=O)c3ccccc3C2=O)c1C | -1.0 | -2.8 | -3.9 | -21.5 | -0.1 | -8.3 | -1.0 | -3.5 | i | -1.7
CC(C)N(Cc1nc(-c2ccc(Cl)cc2)no1)C(=O)C12CC3CC(CC(C3)C1)C2 | 15.9 | -7.3 | 4.0 | 9.4 | -0.6 | -7.1 | -0.6 | -1.8 | i | 8.1
CCCCC(=O)N/N=C/c1ccc(Sc2cccc3cccnc23)o1 | -3.5 | 9.5 | -12.6 | -25.1 | 3.1 | 0.6 | -1.4 | -18.3 | i | 4.0
O=C(O)c1cccc2c1C(=O)c1ccccc1-2 | 0.9 | -2.2 | 1.1 | -4.4 | -1.1 | -7.2 | -1.0 | -18.7 | i | -2.3
C=CCOC1COC2C(OCC=C)COC12 (stereo unspecified) | 9.5 | -8.8 | 5.3 | 11.8 | -1.1 | -12.4 | -0.5 | -2.3 | i | -1.7
Cc1c(Cc2ccccc2)c(=O)oc2cc(OCc3ccc(C(=O)O)cc3)ccc12 | -1.3 | -0.2 | 3.5 | -1.3 | 5.2 | 9.4 | -0.7 | 5.8 | i | 1.9
CCCN1C(=O)C(O)(CC(=O)c2ccc3c(c2)OCCO3)c2ccccc21 (stereo unspecified) | -5.4 | -3.2 | -2.2 | -4.5 | -1.8 | 4.6 | -0.6 | -5.9 | i | -3.7
Cc1ccc(/C=N/NC(=O)CNC(=O)c2ccc(S(=O)(=O)N(C)C)cc2)o1 | 1.2 | 1.4 | -3.6 | -3.2 | -0.6 | -3.4 | 0.3 | -3.2 | i | 0.6
CC(=O)Nc1ccc(S(=O)(=O)N2CCc3cc4c(cc3C2)OCCCO4)cc1 | -11.3 | -1.2 | -1.4 | 5.3 | -0.7 | -7.9 | 0.7 | -3.3 | i | 0.0
CC1=CC(=O)Nc2cncnc2N1 | 3.4 | -0.1 | 0.8 | 10.3 | -5.7 | 0.5 | -0.4 | -5.7 | i | -0.6
Cc1nc(N)sc1N=Nc1ccccc1C(F)(F)F | 21.4 | -4.3 | -20.8 | 9.0 | 5.6 | -3.0 | -0.1 | -35.7 | i | 0.0
Cc1[nH]c2ccccc2c1C1=NNC(=Nc2ccc(F)cc2)SC1 | -12.6 | 21.9 | -47.8 | -7.4 | 1.5 | -1.1 | -0.3 | -0.2 | i | -0.7
COc1cccc(-c2nc(CS(=O)(=O)CC(=O)Nc3cccc(C)c3C)c(C)o2)c1 | 4.8 | -1.7 | 9.3 | -10.2 | -1.0 | -6.5 | -0.1 | -1.9 | i | -1.1
CCCCN(Cc1cc2cc(C)ccc2[nH]c1=O)C(=O)c1ccccn1 | -8.4 | -8.0 | 2.5 | 0.4 | -1.1 | 3.1 | 1.8 | -3.7 | i | -1.6
CCOC(=O)N1CCN(C(=O)c2cc3c(-c4cccc(OC)c4)nn(C)c3s2)CC1 | 21.6 | 1.4 | -1.2 | 19.5 | 1.4 | -7.5 | -0.6 | -0.1 | i | -0.3
COc1cc(-n2c(=O)c3ccccc3n(Cc3cccc(F)c3)c2=O)cc(OC)c1OC | -10.2 | -2.5 | 0.3 | 3.8 | -0.3 | -2.7 | -0.6 | -6.2 | i | -0.5
